hcDAF12 agonist – activates DAF-12 receptor from parasite H. contortus. hit rate 1.4% among 370,000. activation, % at 6.8 µM. HEK293 hcDAF-12 lit1-tk-luc reporter, luminescence; 0% DMSO, 100% Δ7-dafachronic acid. AID 652067;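 active = activation above the mean of all tested compounds plus 3 SD, cut at about 5.5% in these data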;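 note: 100% = response to 3 µM Δ7-dafachronic acid high control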
ADAM10 inh – ADAM10 inhibition, QFRET primary screen | inhibition, % at 7 µM | recombinant ADAM10, EDANS/DABCYL FRET peptide cleavage, 3 h | O14672 | AID 720582 | hit rate 0.62% among 370,000;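 active = inhibition above a per-campaign cutoff equal to the mean of compounds falling between control-based bounds plus 3 SD, cut at about 20% in these data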;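 note: 0% = DMSO wells while the 100% control is not disclosed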
DAX1 inh-1 – DAX1 (NR0B1) inhibition, primary screen | hit rate 1.1% among 370,000 | HEK293T StAR-luciferase reporter, SF-1/DAX-1 repression relief | inhibition, % at 6.8 µM | AID 652010;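 active = inhibition above the mean over all tested compounds plus 3 SD, cut at about 3.6% in these data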;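 note: 0% = DAX-1 cells with DMSO and 100% = cells lacking DAX-1 with DMSO; higher inhibition means more luminescence from relief of DAX-1 repression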
hgDAF-12 ag – hgDAF-12 agonism, primary luciferase screen | activation, % at 6.8 µM | hit rate 1.8% among 370,000 | AID 687014 | HEK293 GAL4-hgDAF12 UAS-luciferase reporter, agonist luminescence; normalized to butyrate control;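 active = activation above a cutoff set at the mean of all screened compounds plus 3 SD, cut at about 10% in these data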;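 note: 0% = DMSO wells and 100% = sodium butyrate wells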
DAX1 inh-2 – inhibits human nuclear receptor DAX1; HEK293 Gal4-DAX1 luciferase reporter, luminescence; inhibition, % at 6.75 µM; hit rate 0.99% among 340,000; AID 504766;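 active = inhibition above the mean over all tested compounds plus 3 SD, cut at about 4.2% in these data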;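 note: 0% = DAX1-transfected cells with DMSO and 100% = empty-vector control cells with DMSO; inhibition shows as a rise in luminescence from relieved DAX1 repression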
Target sequence (P51843 207-470 limits assumed): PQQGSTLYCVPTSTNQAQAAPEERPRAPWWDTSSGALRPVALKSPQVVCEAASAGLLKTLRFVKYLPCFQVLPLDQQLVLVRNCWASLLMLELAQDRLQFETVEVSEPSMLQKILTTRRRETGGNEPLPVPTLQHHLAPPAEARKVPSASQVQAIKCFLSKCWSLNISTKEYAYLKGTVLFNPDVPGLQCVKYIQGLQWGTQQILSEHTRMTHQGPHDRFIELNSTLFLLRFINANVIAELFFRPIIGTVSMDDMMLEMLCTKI
SMARCA2 activ – activators of SMARCA2 function; MG213 cells, MMTV-luciferase reporter, dexamethasone, overnight; activation, % at 9.1 µM; hit rate 1% among 370,000; in the data active = activation above about 7.8%;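 note: 0% = vehicle wells and 100% = reference activator wells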
GC-B act – GC-B (human) receptor activation | HEK293-GC-B cells, CNP EC30, cGMP TR-FRET; 0% at EC30 CNP, 100% saturating CNP | hit rate 0.11% among 370,000 | activation, % at 10 µM;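 active = activation at 10 µM reaching about 35% in either raw or pattern-adjusted values, limit read from the data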
GAA850 FXN act – frataxin GAA850 promoter activation; HEK293 lucGAA850 FXN promoter luciferase reporter, 24 h; percent of 10 µM SAHA response; AID 540364; hit rate 0.56% among 360,000; activation, % at 6 µM;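 active = activation above the average of all compounds screened plus 3 SD, cutoff fixed separately per campaign, cut at about 7.5% in these data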;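 note: 0% = DMSO wells and 100% = 10 µM SAHA wells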
ssDAF-12 act – activates DAF-12 receptor from parasite S. stercoralis; activation, % at 6.8 µM; HEK293 ssDAF-12/GRIP1 lit1-tk-luc reporter, luminescence; % of 3 µM dafachronic acid response; hit rate 1% among 370,000;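 active = activation above the mean over all tested compounds plus 3 SD, cut at about 0.9% in these data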;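 note: 0% = DMSO-only wells and 100% = 3 µM delta7-dafachronic acid wells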
NPR1 activator – GC-A (human) enzyme activation; P16066; HEK293 GC-A cells, cGMP TR-FRET, EC30 ANP; 0% at EC30 ANP, 100% saturating ANP; activation, % at 10 µM; hit rate 0.14% among 370,000; AID 1671463; in the data active = activation above about 40%
sPLA2-III inh – Inhibits HGIII-sPLA2 liposome hydrolysis, primary screen; hit rate 0.56% among 370,000; inhibition, % at 12.2 µM; Q9NZ20; AID 743126; QFRET BODIPY PC-A2 liposome hydrolysis, fluorescence;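 active = inhibition above mean plus 3 SD of compounds lying within the high and low control bounds, cut at about 19% in these data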;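 note: 0% = median of test compound wells and 100% = no enzyme DMSO wells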
Target sequence (Q9NZ20 whole entry, looked up): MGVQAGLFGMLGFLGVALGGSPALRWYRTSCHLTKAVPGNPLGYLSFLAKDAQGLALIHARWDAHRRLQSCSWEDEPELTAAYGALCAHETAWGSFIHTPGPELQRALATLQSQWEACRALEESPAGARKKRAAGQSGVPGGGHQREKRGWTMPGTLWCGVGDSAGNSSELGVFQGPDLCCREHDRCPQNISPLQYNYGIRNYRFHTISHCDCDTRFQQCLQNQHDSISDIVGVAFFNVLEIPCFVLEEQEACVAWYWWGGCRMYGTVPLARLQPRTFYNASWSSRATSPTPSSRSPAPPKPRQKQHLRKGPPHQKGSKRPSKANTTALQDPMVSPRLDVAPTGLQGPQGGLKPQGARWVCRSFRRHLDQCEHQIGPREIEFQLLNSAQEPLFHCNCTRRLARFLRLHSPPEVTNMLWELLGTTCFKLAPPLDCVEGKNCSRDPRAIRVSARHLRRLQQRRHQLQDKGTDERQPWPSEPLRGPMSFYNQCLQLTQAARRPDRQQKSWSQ
Starred values were filed as active, the others as inactive; i = inactive; / = not tested or not shown.

mol	DAX1 inh-2	ADAM10 inh	sPLA2-III inh	hcDAF12 agonist	GAA850 FXN act	hgDAF-12 ag	NPR1 activator	SMARCA2 activ	ssDAF-12 act	DAX1 inh-1	GC-B act
CCOC(=O)CC(NC(=O)Cc1ccc(F)cc1)c1ccccc1Cl (stereo not given)	-0.9	-1	0	-3.4	2.0	-1.7	-1	-3	-0.9	0.1	-5
COc1ccc2cc(C3CC(c4ccco4)=NN3S(C)(=O)=O)c(Cl)nc2c1 (stereo not given)	3.4	-19	6	0.0	2.0	-1.6	-1	-3	-1.4	0.0	1
CCOC(=O)C(C)NC(=O)CCc1nnc2ccc(N3CCCCC3)nn12 (stereo not given)	1.1	5	4	0.6	0.1	-0.8	3	2	-1.0	0.1	-1
COCCCNc1nc2c(c(=O)n(Cc3cccc(Br)c3)c(=O)n2C)n1C	0.2	3	4	-3.1	0.2	-1.4	5	3	-0.5	-0.4	3
CC(=O)c1cccc(NC(=O)N2CCCC2C(=O)Nc2ccc3c(c2)OCO3)c1 (stereo not given)	-1.0	-4	5	-1.1	1.2	-4.8	0	-1	-0.6	-0.5	5
COc1ccc(C(=O)NC(C)CCn2cccn2)cc1OC1CCN(C(C)C)CC1 (stereo not given)	0.1	-8	-3	-0.8	2.7	3.2	-2	1	-1.3	-0.5	10
Cc1snc(SCc2cccc(Cl)c2)c1C#N	0.6	-3	-2	-1.3	3.0	3.5	-8	1	-1.4	-0.1	-4
Clc1ccc(/C=N/Nc2ccccn2)cc1	3.5	0	-18	1.7	5.7	9.7	4	2	-0.4	1.5	-3
Cn1cc(/C=C(\NC(=O)c2ccccc2Cl)C(=O)NCCCN2CCOCC2)c2ccccc21	0.8	-2	-95	-0.3	-2.7	-1.6	-6	-1	-1.2	-0.2	-3
COc1ccc(Cn2cc(CN3CC(N4CCCC4)CS3(=O)=O)nn2)cc1 (stereo not given)	/	-10	9	-0.2	/	1.6	0	2	-0.2	4.4*	5
C[C@@H]1COC(=O)[C@@H](NC(=O)OCC2c3ccccc3-c3ccccc32)C/C=C\C[C@@H](CC(=O)N(CCO)Cc2ccccc2)C(=O)N1	-0.7	1	-10	-0.8	0.0	0.4	-1	-1	-1.5	0.4	0
Cc1cc(C(=O)CSc2nnc(-c3ccco3)o2)c(C)n1C	0.1	-15	-1	-0.2	1.1	1.5	0	4	-1.1	3.2	5
COc1ccc(/C=C(\C#N)C(=O)Nc2cccc3ncccc23)cc1OC	1.4	-455	-1	0.3	2.2	-0.2	10	2	-1.8	-0.1	-6
CCc1ccc2c(c1)C(c1ccc([N+](=O)[O-])cc1)=NNC(c1ccc(C)cc1)=N2	0.5	4	8	0.7	-0.7	2.0	-1	-4	-0.2	0.1	-5
O=C(COC(=O)c1ccccc1NCCO)NCc1cccs1	1.1	i	7	-1.8	2.0	1.5	-5	3	-1.0	1.2	-1
C=CCn1c(SCc2nc(N)nc(N3CCCCC3)n2)nnc1-c1ccco1	1.0	4	-1	-0.3	1.3	-0.9	-7	-2	-1.4	0.8	-2
COc1cc(S(=O)(=O)N2CCN(c3ccccc3F)CC2)c(OC)cc1Cl	0.1	-4	-4	-1.7	-0.3	-3.5	0	0	-0.9	-0.6	2
CC(C)Oc1ccc(CN2CCC(n3nccc3NC(=O)CCc3ccccc3)CC2)cc1	-0.9	-2	-13	0.0	-2.9	-1.4	-5	-1	-1.4	0.2	-6
Cc1cccc(N2CCN(C(=O)CN3C(=O)C4CC=CCC4C3=O)CC2)c1C (stereo not given)	1.2	-4	13	1.6	1.3	11*	1	0	0.4	1.5	0
O=C(CNCc1cccc2ccccc12)Nc1ccccc1[N+](=O)[O-]	-0.6	10	-4	0.6	0.4	4.5	-3	9.7*	0.6	0.5	-1
O=C(c1cccc(NS(=O)(=O)c2ccc(F)c(F)c2)c1)N1CCCCC1	-0.7	-3	-13	-0.7	-2.2	-1.4	1	-2	-1.1	-0.8	3
Cc1ncc(CN2CCCC(C(=O)Nc3ccc(-c4ccco4)cc3)C2)n1C (stereo not given)	0.8	-8	-8	2.4	-0.4	0.8	5	-2	-0.9	-1.3	3
O=C1c2ccccc2C(Nc2ccc3c(c2)OCCO3)N1Cc1ccco1 (stereo not given)	-1.3	-7	1	-4.6	-7.3	-9.7	0	-3	-2.6	-3.6	-12
O=C(Nc1ccc2c(c1)OCO2)OC1CC2CC1[C@H]1CCCCN1[C@H]2Cc1ccccc1 (stereo not given in full)	/	-2	-5	-1.8	/	0.7	-3	-2	-0.9	-0.6	0
C[C@H](CO)N1C[C@H](C)[C@@H](CN(C)S(=O)(=O)c2ccc(-n3cccn3)cc2)OCc2cnnn2CCCC1=O	-1.1	-10	12	-2.8	0.2	0.5	-1	1	-1.5	-0.7	1
CC(Sc1nnnn1C)C(=O)Nc1ccc(N2CCOCC2)cc1 (stereo not given)	-1.0	-9	-2	-2.5	0.9	2.5	1	0	-1.0	-0.7	5
COC(=O)c1c(C)[nH]c(-c2csc(N)n2)c1C	0.1	-8	0	-0.4	-0.7	-0.9	-2	-3	-0.4	-1.7	-1
C=CCNc1ncnc2c1ncn2[C@H]1CN(Cc2ccc(-c3ccccc3)cc2)C[C@@H](CO)O1	/	-1	-22	-1.9	-3.0	-6.7	1	-10	-1.1	-3.1	4
Cn1cccc1/C=N/n1c(-c2ccc(Cl)cc2Cl)n[nH]c1=S	-0.4	13	16	0.3	-0.8	2.4	0	1	-1.2	0.0	-1
N#CC1=C(N)NC(SCc2ccc(Br)cc2)=C(C#N)C12CCCCC2	-0.3	25*	-16	-2.1	1.3	-2.3	-3	-4	-1.1	-1.2	5
CCC(=O)Oc1ccc(C/C(=N\O)c2ccc(O)cc2O)o1	-0.7	5	-285	-0.7	0.4	-1.7	10	1	-1.7	-0.7	-2
COc1cccc(N2CCN(C(=O)c3cc4c(=O)n(Cc5ccccc5)ccc4nc3C)CC2)c1	-1.2	-37	-7	-0.7	-2.9	-2.9	3	-2	-1.8	-1.1	4
COc1ccc(OCc2nnc(SCC(=O)Nc3cccc(Cl)c3)o2)cc1	-1.3	11	-11	4.1	3.2	-0.5	-2	1	-1.2	-0.3	-1
COc1cccc(NC(=O)COC(=O)c2c(NC(C)=O)sc(C)c2C)c1	-0.9	-7	-4	-0.9	0.6	1.0	4	-1	-1.1	-0.9	6
Brc1ccc(-c2cnco2)cc1	0.6	-3	-1	0.2	0.6	1.9	16	-2	-1.8	-0.3	-2
O=C(/C=C/c1ccccc1Cl)OCC(=O)N1CCCC1	-0.7	3	-3	-1.2	-1.1	0.9	5	2	-1.2	-1.4	-2
COc1cccc(NC(=O)COC(=O)c2nc3nccc(C)n3n2)c1	1.2	0	-2	-1.2	0.8	2.6	0	0	-1.5	-0.3	-5
COC(=O)[C@]12C[C@H](CC(=O)NCc3ccc(C)o3)C(=O)N(CCc3ccc(OC)c(OC)c3)C1=C[C@H](C(C)(C)C)O[C@@H]2C	/	8	-21	-2.3	/	-1.3	2	-1	-1.1	-0.8	2
CCOC(=O)C1Nc2ccccc2C2c3ccccc3CC12 (stereo not given)	-1.4	-414	0	-2.4	1.9	-1.0	-7	1	-1.7	-1.2	-10
Cn1c(SCC(=O)NC2CC2)nnc1-c1ccccc1Cl	0.5	-2	6	-0.1	1.4	-3.1	-1	-1	-1.4	1.8	-2
CCn1c(CSc2nc(C)cc(C)n2)nnc1SCC(=O)Nc1cccc2ccccc12	1.0	5	-1	-0.9	0.4	-0.6	-3	1	-0.6	-0.8	3
Cc1ccccc1NC(=O)NCCN1C(=O)C2C3C=CC(C3)C2C1=O (stereo not given)	4.7*	-6	-8	-2.8	0.0	5.6	1	0	-1.5	0.0	5
Cc1ccc([N+](=O)[O-])cc1S(=O)(=O)N1CCC(C)CC1	/	-1	0	-2.0	2.1	-4.1	-2	-2	-1.4	-0.9	1
Cc1cc(C(=O)NCC(=O)OCC(=O)N(C2CCCCC2)C2CCCCC2)ccc1[N+](=O)[O-]	-0.5	14	-18	0.1	-0.7	1.1	-4	-1	-1.3	0.0	-7
COc1ccccc1NC(=O)COC(=O)COc1ccccc1F	-0.1	-1	-5	3.1	1.0	1.1	-1	-2	-0.3	0.3	-8
Cc1ccc(C)c(S(=O)(=O)N2CCN(CC(=O)Nc3ccc([N+](=O)[O-])cc3)CC2)c1	1.9	15	-12	-0.4	0.4	-4.0	-2	0	-1.0	-1.2	-4
CC(CC(=O)O)CC(=O)N1CCN(S(=O)(=O)c2cccs2)CC1 (stereo not given)	0.0	-12	10	-0.7	0.7	2.3	2	-2	-1.0	0.0	-2
COc1ccc(S(=O)(=O)NCCc2ccccn2)cc1	0.4	-9	4	0.9	-0.7	-1.3	2	-3	-1.1	0.3	-6
COc1cc(CNCc2cccc3ccccc23)cc(OC)c1	0.6	-8	1	-1.4	1.2	-0.5	-9	-2	-1.0	-0.4	-6
Cc1ccccc1-c1nc(CS(=O)CC(=O)NCCN2CCN(Cc3ccccc3)CC2)c(C)o1 (stereo not given)	3.0	0	-4	-0.5	-3.0	1.2	4	-4	-1.8	-0.6	-1

(next part)
mol	DAX1 inh-2	ADAM10 inh	sPLA2-III inh	hcDAF12 agonist	GAA850 FXN act	hgDAF-12 ag	NPR1 activator	SMARCA2 activ	ssDAF-12 act	DAX1 inh-1	GC-B act
O=C(O)CC1(c2ccccc2)C(=O)c2ccccc2C1=O	-0.3	-7	5	-1.1	0.2	-1.1	2	2	-0.9	-0.2	3
CCN(CC)CCCNC(=O)C1CCC(=O)N(c2ccc(OC)cc2)C1c1ccc(F)cc1 (stereo not given)	2.0	-11	6	-2.5	3.1	-1.7	-3	-2	-1.3	0.6	1
O=[N+]([O-])c1ccccc1S(=O)(=O)Nc1ccc2c(c1)OCCO2	1.1	6	1	-1.8	-1.4	3.8	-1	3	-1.3	0.0	2
CC(=O)c1c(C)[nH]c(C(=O)NC2CCCCC2)c1C	0.6	2	0	-0.2	1.6	1.7	0	0	-1.4	0.8	-1
COc1ccc(OC)c(S(=O)(=O)Nc2cc(C)on2)c1	0.4	-5	0	-1.9	2.9	-1.1	3	0	-1.3	-0.4	3
Cc1ccn2cc(CNS(=O)(=O)c3ccc4c(c3)OCCO4)nc2c1	-0.1	-10	-1	-2.2	1.6	0.1	1	-3	-1.1	-0.9	6
Cc1ccn2c(Nc3ccccc3C)c(-c3ccccn3)nc2c1	-1.3	-13	21*	-2.2	-1.4	-5.6	3	-4	-2.0	-0.3	-2
Fc1ccc(NC(=S)NN=C2CCCCCC2)cc1	0.6	5	5	0.9	3.1	4.0	7	3	-1.3	1.0	1
CN(C)c1nc(NCc2ccccc2)nc(N/N=C/c2ccc3c(c2)OCO3)n1	0.9	4	0	0.0	-0.1	-1.3	-1	-5	-1.5	-0.8	-12
